PriA SSB inh: K. pneumoniae PriA-SSBct interaction inhibition; inhibition, % at 33 µM; AID 1272365; 0.6% of 430,000 active; AlphaScreen SSBct-PriA binding, biotinylated peptide; in the data active means inhibition mostly above about 37%, no sharp cut-off; inactive means mostly below about 20%;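 further: plate controls were negative control peptide for no effect and reference peptide for full effect; strong numbers were not always called active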
Numbers without * were called inactive; & = joins results of further samples.

SMILES	PriA SSB inh
O=C(Nc1nc(-c2ccco2)cs1)C1CN(C(=O)c2ccc3c(c2)OCO3)C1	-11
CC(=O)NCCn1ncc2c(=O)n(Cc3cccc(C(F)(F)F)c3)cnc21	-8
Cc1cc(C)nc(NS(=O)(=O)c2ccc(NC(=S)NC(=O)/C=C/c3ccccc3)cc2)n1	-8
C#CCn1c(=NC(=O)c2cc(OC)c(OC)c(OC)c2)sc2c(C)cc(C)cc21	2
CCCC=NNc1nnc(Cc2ccccc2)c(=O)[nH]1	-4
COc1ccc(CCC(=O)N2CCN(c3ccc(-c4ccco4)nn3)CC2)cc1	-11&-8
CCc1ccc(S(=O)(=O)NCc2cncc(-c3ccsc3)c2)s1	-16
Cn1nc(-c2cccs2)cc1C(=O)N1CCC(n2c(=O)[nH]c3ccccc3c2=O)CC1	-12
O=C(CCn1c2ccccc2c2ccccc21)N/N=C\c1cccc(Br)c1	-4
CCSc1ccccc1C(=O)Nc1ccc2c(c1)C(=O)NC2=O	-1
O=C(NC[C@@H](O)Cc1ccccc1)c1ccccc1S(=O)(=O)C(F)F	-15
COC(=O)C(C)NC(=O)c1ccc(S(=O)(=O)N2CCOCC2)cc1 (stereo not given)	0
CN(c1ccc([N+](=O)[O-])cc1[N+](=O)[O-])C1CCS(=O)(=O)C1 (stereo not given)	-9
O=C(COc1ccc(Cl)cc1Cl)NCCc1csc(-c2cccc(F)c2)n1	-5
CC(C)n1c(=O)c2ccc(C(=O)NC3CCCC3)cc2n2c(=O)n(C)nc12	-12
COc1ccc(Br)cc1S(=O)(=O)NCCOc1cc(C)cc(C)c1	-12
CN(C(=O)c1ccc2nccnc2c1)c1ccccc1	-11
O=C(CSc1nnc(CCc2nc3ccccc3[nH]2)o1)Nc1nc(-c2ccco2)cs1	-2
O=C(Cc1cccc2ccccc12)NCC#CCN1CCc2ccccc2C1	3
COc1ccc(S(=O)(=O)NCCC(O)c2cc(C)oc2C)cc1Cl (stereo not given)	-5
CCCS(=O)(=O)NCCNc1ccc(Nc2cccc(C)n2)nn1	2
Cc1ccc2c(c1)C1CN(C)CCC1N2 (stereo not given)	11
COC1(CNS(=O)(=O)CC23CCC(CC2=O)C3(C)C)CCSC1 (stereo not given)	40*
O=C(NC(c1ccccc1)c1ccccc1)N1CCN(C(=O)c2cnn3c2CCCC3)CC1	-10
O=C(NCC1CCN(C(=O)c2ccncc2)CC1)NC(c1ccccc1)c1ccccc1	-14
CSc1cccc(C(=O)N(CCn2cccn2)c2nc3c(C)cc(C)cc3s2)c1	-8&-7
COC(=O)c1cnn(-c2ccccc2)c1C=NNC(=S)Nc1ccc(Cl)cc1	5
Cc1cc(NC(=O)C(=O)NCC2CCN(C(C)C)CC2)no1	-14&-13
CN(C)S(=O)(=O)c1ccc(C(=O)Nc2nc(-c3ccc(Cl)c(Cl)c3)cs2)cc1	-13
COc1cc2c(cc1OC)C(COc1ccc(C(C)C)cc1)N(C(=O)Nc1ccccc1)CC2 (stereo not given)	-2
Cc1cccc(S(=O)(=O)Nc2ccc(C(=O)N3C4C=CCC3CC4)cc2)c1 (stereo not given)	-11
Cc1cccc2sc(NC(=O)CCc3csc(NC(=O)NC4CCCCC4)n3)nc12	-15&-11
COc1cccc(CSC2=NC3(CCCCC3)Nc3ccccc32)c1	-15
COC(=O)c1ccccc1NC(=O)c1ccc(=O)n(C)n1	-6
Cc1ncn(CC(=O)Nc2cnn(CC3COc4ccccc4O3)c2)c(=O)c1C (stereo not given)	-2
Cc1cc(=O)n2c(n1)SCC2CC(=O)N1CCN(c2ncccn2)CC1 (stereo not given)	6
Cn1c(=O)[nH]c(=O)c2[nH]c(Br)nc21	3
Cc1cc(NC(=O)CSc2c(-c3ccccc3)[nH]c3ccccc23)no1	18
O=C(Cn1nnn(-c2ccc(NC(=O)c3cnc4ccccc4n3)cc2)c1=O)NC1CC1	-13
O=S(=O)(c1cccc(C(F)(F)F)c1)N1CCc2ncncc2C1	-2
CN(C)C(=NS(=O)(=O)c1ccccc1)c1ccccc1	-9
NS(=O)(=O)c1ccc(NC(=O)CSc2nnnn2-c2ccccc2)cc1	-2
CCNc1nc(NCC)nc(SCC(=O)c2ccccc2)n1	-11
COc1ccnc2c1NCCC2	-2
CN(C)S(=O)(=O)c1ccc(C(=O)NCc2cc(-c3ccc(F)cc3F)on2)cc1	-2
Cc1cc(OC2CN(S(=O)(=O)c3ccccc3C(F)(F)F)C2)cc(=O)o1	3
O=C(CSc1nnc(NC(=O)C23CC4CC(CC(C4)C2)C3)s1)NCc1ccc(F)cc1	-7
CC1=NN(C(=Nc2nnc(C)s2)Nc2ccc(C)cc2)[C@H](c2ccc(C)cc2)S1	-2
CN1CCN(C(=S)c2ccc3c(c2)OCO3)CC1	-7
Cc1ccc(-n2nc(C)c3c(Cl)c(C(=O)NC(C)C)cnc32)cc1	-9
CCCCn1c(NS(=O)(=O)c2ccc(C)cc2)c(S(=O)(=O)c2ccc(C)cc2)c2nc3ccccc3nc21	62*
O=c1c2c(cnn2-c2ccccc2)c(C2CC2)nn1Cc1ccccc1Cl	4
O=C(NCCc1csc(-n2cccn2)n1)Nc1c(F)cccc1F	-5
O=C(CSc1nnc2[nH]c(=O)cc(-c3ccccc3)n12)N1CCC(Cc2ccccc2)CC1	-9
COc1ccc(CCNC(=O)CCn2c(SCC(=O)Nc3cc(C)[nH]n3)nc3ccccc3c2=O)cc1OC	-2
COc1ccc(C=NNC(=O)c2ccc(NC(C)=O)cc2)cc1COc1ccc(F)cc1F	-17
COc1ccc(Nc2nc(NN=Cc3ccc(N(C)C)cc3)nc(C)c2[N+](=O)[O-])cc1	29
CCSc1ccccc1C(=O)NCc1cc(-c2ccco2)n(C)n1	2
COc1ccc(-c2csc3ncnc(SCc4c(C)noc4C)c23)cc1	8
Cc1cc(C)nc(-n2nc(C(C)(C)C)cc2OCC(=O)NCc2ccccc2)n1	-8&-5

Fetched by compound from the list above:
SMILES	PriA SSB inh
CC1=NN(C(=Nc2nnc(C)s2)Nc2ccc(C)cc2)[C@H](c2ccc(C)cc2)S1	-2
COc1ccc(CCNC(=O)CCn2c(SCC(=O)Nc3cc(C)[nH]n3)nc3ccccc3c2=O)cc1OC	-2

The list goes on.
SMILES	PriA SSB inh
NC(=O)Cn1ccn(-c2ccccc2)c(=O)c1=O	-8
CC1CCCC1OCC(O)CN1CCN(c2cccc(Cl)c2)CC1 (stereo not given)	-12
Cc1ccc(N2CCN(c3nc4c(-c5cccc(C(F)(F)F)c5)nnn4c4ccc(Cl)cc34)CC2)c(C)c1	1
COc1ccc(-c2coc3cc(Nc4ccc(C)cc4)ccc3c2=O)cc1	6
O=C(O)c1ccc(=O)n(Cc2ccccc2)c1	-2
O=C(NCC#CCOc1cccc(C(F)(F)F)c1)c1ccc(Cn2ccnc2)cc1	30
O=C(NCCCn1ccnc1)Nc1cc(Cl)cc(Cl)c1	57*
COc1ccccc1NC(NC(=O)Cc1ccccc1)C(Cl)(Cl)Cl (stereo not given)	3
O=C(NN=Cc1ccc(F)cc1)c1cc(-c2ccco2)nc2ccccc12	-3
COc1ccc(OC)c(S(=O)(=O)Nc2ccc3c(c2)CN(C(=O)c2ccco2)CC3)c1	15
CC(C)(Oc1ccc(Cl)cc1)C(=O)N1CCC2(CC1)CC(=O)c1ccccc1O2	-11
N#Cc1nccnc1N1CCC(CNC(=O)CCc2ccccc2Br)CC1	-18
CCN1CCN(C(=O)Nc2cnc3ccnn3c2)C(=O)C1=O	-28
COCCN1C(=O)C(=O)C(=C(O)c2ccc(S(=O)(=O)N3CCOCC3)cc2)C1c1cccc([N+](=O)[O-])c1 (stereo not given)	7
CCOC(=O)[C@H](CC)Sc1ccc(NC(=O)c2ccccc2)nn1	-5

Of the compounds above, these contain a thiophene ring, fused or not:
SMILES	PriA SSB inh
CCc1ccc(S(=O)(=O)NCc2cncc(-c3ccsc3)c2)s1	-16
Cn1nc(-c2cccs2)cc1C(=O)N1CCC(n2c(=O)[nH]c3ccccc3c2=O)CC1	-12
COc1ccc(-c2csc3ncnc(SCc4c(C)noc4C)c23)cc1	8

Exported with each value named: part of the list above
> Cc1ccc(N2CCN(c3nc4c(-c5cccc(C(F)(F)F)c5)nnn4c4ccc(Cl)cc34)CC2)c(C)c1
  PriA SSB inh = 1

> COc1ccc(-c2coc3cc(Nc4ccc(C)cc4)ccc3c2=O)cc1
  PriA SSB inh = 6

Going on with the list.
SMILES	PriA SSB inh
COC(CNC(=O)c1cccc(N(C)C)c1)c1cccc(F)c1 (stereo not given)	-7
O=C(CSc1ncnc2nc(N3CCc4ccccc4C3)sc12)NCCC1=CCCCC1	3
O=C(CSc1ccc(NC(=O)C2CC2)nn1)NCc1ccco1	-2
Cc1cc(C)n(CCNC(=O)C2CCN(c3cc(-n4ccc5ccccc54)ncn3)CC2)n1	-31
Cc1ccc(NC(=O)Cn2cnc3c(-c4ccc(Cl)cc4)csc3c2=O)cc1F	0
O=C(COc1ccccc1)Nc1ccc2c(c1)N(C(=O)c1ccccc1)CCC2	-7
N=C(NC(=O)c1ccc(OC(F)(F)F)cc1)c1ccc(C(F)(F)F)cn1	-17
CCCCCCC(=NO)c1ccccn1	18
O=C(Nc1nccs1)c1cccn(Cc2ccc(Br)cc2)c1=O	3
COc1nc(Nc2ccccc2[N+](=O)[O-])nc(OC)n1	9
Cc1cccc(NC(=O)Cn2c(=O)cnc3cc(C(=O)NC4CCCC4)ccc32)c1C	-18
Cc1cc(=O)[nH]c2nnc(SCc3ccc(Cl)cc3)n12	-20
O=C(NC1CCCC1)c1cccnc1-c1nc2ccccc2s1	-4
COc1ccc(CNC(=O)NCCc2nc(C3CC3)cc(C(F)(F)F)n2)cc1	-44
COC(CNC(=O)NCc1ccc(F)cc1)c1ccccc1Cl (stereo not given)	3
O=C1NC(=O)C2(CCN(S(=O)(=O)c3ccccc3Cl)CC2)N1	-11
O=C1NCCN1C(=O)N(CCc1cccs1)Cc1ccoc1	-6
NC(=NOC(=O)COc1ccc2ccccc2c1)c1cccnc1	-27
O=S(=O)(NCCN1CCN(c2ccccc2)CC1)C1CC1	1
CCc1ccc(NC(=O)c2ccc(Br)cc2)cc1	-8
O=C(Cc1cc(-c2ccco2)on1)NCCc1c[nH]c2ccccc12	10
CCOC(=O)C1CCN(C(=O)c2ccc([N+](=O)[O-])o2)CC1	2
O=C1OC2(CCCN(C(=O)Nc3ccc(Cl)c(Cl)c3)C2)c2ccccc21 (stereo not given)	1
O=C(Nc1ccccc1Br)c1cc(N2CCCC2)ncn1	-10
O=C(Cn1nc(C2CC2)n(-c2ccccc2)c1=O)N1CCc2ccccc21	0
COc1ccc(C(=O)NCc2nnc(SCC(=O)Nc3nccs3)o2)cc1	-8
COc1ccc(F)cc1S(=O)(=O)NCc1cccnc1-c1ccsc1	-4
CCCOc1ccc(N2CCN(C(=O)c3c(-c4ccccc4Cl)noc3C)CC2)nn1	-7
Cc1ccc(S(=O)(=O)N(C)CC(O)CN2CCCC2)cc1 (stereo not given)	5
CC(C)(C)c1ccc(NC(=O)NCCn2ncccc2=O)cc1	-8
CCOc1cc(C(=O)NCC2CCN(C(=O)c3cc4ccccc4o3)CC2)cc(OCC)c1OCC	-6
COc1ccc(NC(=O)COc2cc(C)nc(N3CCCC3)n2)cc1Cl	2
CCN(CC)S(=O)(=O)c1ccc(C(C)=O)c(NC(=O)c2cc3c(=O)n4ccccc4nc3s2)c1	18
CC(C)NC(=O)c1ccc2c(=O)n(C(C)C)c3nn(Cc4c(F)cccc4Cl)c(=O)n3c2c1	-4
CC(=O)Nc1nc(CC(=O)N2CCCc3ccccc32)cs1	-6
NS(=O)(=O)c1ccc(NC(=O)CSC2CC(=O)N(c3ccc(Br)cc3)C2=O)cc1 (stereo not given)	-10&7
NS(=O)(=O)c1ccc(NC(=O)c2ccno2)cc1	3
CC1=C(C(=O)Nc2cccnc2)[C@H](c2ccc(OCc3ccccc3)cc2)n2ncnc2N1	-8
O=C(CCC(=O)Nc1ccccc1)NN=C/C=C/c1ccccc1	7
COc1ccc(-c2cc(-c3ccc(C)c(C)c3)nc3sc(C(N)=O)c(N)c23)cc1	1
CCCN1CCCc2cc(CCNS(=O)(=O)c3ccc(OC)c(F)c3)ccc21	66*
O=C(C1CC2C=CC1C2)N1CCCC(Cc2nc(C3CC3)no2)C1 (stereo not given)	9
Cc1nn(C2CCS(=O)(=O)C2)c2nc(-c3ccccc3)cc(C(=O)N3CCCC(C)C3)c12 (stereo not given)	12
O=C(NCc1ccco1)C1CCN(c2ccc(-c3ccco3)nn2)CC1	-2
CC(=O)N1CCN(C(=O)c2ccccc2C(=O)O)CC1	-7
O=C(Nc1cnoc1)c1ccccc1Cl	-5
COc1cccc(C=NNC(=O)c2nnn(-c3nonc3N)c2CN(C)c2ccccc2)c1	4
COc1cccc(CNC(=O)Cn2cnc3c(oc4ccccc43)c2=O)c1OC	7
O=C(NCC1CCN(c2cnccn2)CC1)C1(c2ccc(Cl)cc2)CCCC1	-5
O=C(CS(=O)(=O)c1ccc(F)cc1)Nc1nc(-c2ccccc2)c(C(=O)c2ccccc2)s1	11
COc1cccc(C(=O)Nc2ccc(Nc3ccc(-n4cccn4)nn3)cc2)c1OC	70*
CC(=NNC(=O)CSc1nc2ccccc2[nH]1)c1ccncc1	-5
COc1ccc(C2C(=C(O)c3ccc4c(c3)CC(C)O4)C(=O)C(=O)N2Cc2ccncc2)cc1 (stereo not given)	-8

Among those listed so far, 8 have bromine.
SMILES	PriA SSB inh
O=C(CCn1c2ccccc2c2ccccc21)N/N=C\c1cccc(Br)c1	-4
COc1ccc(Br)cc1S(=O)(=O)NCCOc1cc(C)cc(C)c1	-12
Cn1c(=O)[nH]c(=O)c2[nH]c(Br)nc21	3
N#Cc1nccnc1N1CCC(CNC(=O)CCc2ccccc2Br)CC1	-18
O=C(Nc1nccs1)c1cccn(Cc2ccc(Br)cc2)c1=O	3
CCc1ccc(NC(=O)c2ccc(Br)cc2)cc1	-8
O=C(Nc1ccccc1Br)c1cc(N2CCCC2)ncn1	-10
NS(=O)(=O)c1ccc(NC(=O)CSC2CC(=O)N(c3ccc(Br)cc3)C2=O)cc1 (stereo not given)	-10&7

From PubChem BioAssay

Some of the compounds tested; count on the stated rates, not on these rows.
